# Screens: PubChem, several laboratories
# NCOA3 inh: SRC3 coactivator transcriptional activity inhibitors, primary screen, cell-based, luminescence; inhibition, % at 3.6 µM; HEK293 GAL4-SRC3 luciferase reporter; 360,000 compounds, 0.17% hits;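 active means inhibition above a per-campaign cutoff, the mean of all compounds plus 3 SD, cut at about 60% in these data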;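 further: 0% = DMSO-treated cells and 100% = gossypol-treated cells at 36 µM; higher means less SRC3-driven luciferase light from the GAL4 reporter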
# TROY signal inh: inhibitors of TROY-driven NF-kB signaling, primary screen, Q293 LMP1-TROYcd cells, NF-kB luciferase, uHTS | Q293 LMP1-TROYcd NF-kB luciferase reporter, 4 h | inhibition, % at 10 µM | 360,000 compounds, 0.98% hits | AID 1347056, 2019;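 active means compounds whose plate-normalised and pattern-corrected inhibition of the luciferase reporter signal at the single screening dose is 50% or more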
# TRAIL sens C8: viability loss with TRAIL in NB7+C8 cells, primary screen, TRAIL sensitizer project, cell-based, ATPlite luminescence; AID 624354, 2012; 360,000 compounds, 1% hits; inhibition (viability loss, TRAIL sensitization), % at 10 µM;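 active means compounds causing at least 50% loss of cell viability in the single-dose screen, relative to plate controls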
# NR2F2 inh: NR2F2 transcriptional activity inhibitors, primary screen, cell-based, luciferase reporter, HEK293T, luminescence. COUP transcription factor 2 (Homo sapiens), P24468. HEK293T NGFI-A luciferase reporter. inhibition, % at 8.6 µM. 370,000 compounds, 0.7% hits. AID 686940, 2013;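 active means inhibition above a per-plate cutoff, mean inhibition of test wells between control levels plus 3 SD, cut at about 38% in these data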;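 further: cells cotransfected with COUP-TFII expression vector driving the NGFI-A reporter; 0% = median of COUP-TF2 test wells and 100% = reporter-only cells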
# Target sequence (P24468 whole entry, looked up): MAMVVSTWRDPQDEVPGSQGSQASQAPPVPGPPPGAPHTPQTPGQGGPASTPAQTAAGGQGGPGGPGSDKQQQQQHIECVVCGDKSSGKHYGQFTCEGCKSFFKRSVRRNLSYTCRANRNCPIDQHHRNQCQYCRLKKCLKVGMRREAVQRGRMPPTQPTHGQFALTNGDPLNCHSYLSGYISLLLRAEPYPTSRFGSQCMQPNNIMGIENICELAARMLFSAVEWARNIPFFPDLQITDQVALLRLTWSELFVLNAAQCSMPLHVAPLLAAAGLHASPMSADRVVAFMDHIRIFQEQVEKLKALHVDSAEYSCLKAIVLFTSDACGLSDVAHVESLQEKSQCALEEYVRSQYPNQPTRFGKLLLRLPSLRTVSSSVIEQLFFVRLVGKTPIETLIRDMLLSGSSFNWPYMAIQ
# SRC2 inh: inhibition of GAL4-SRC2 driven luciferase reporter, primary screen, SRC2 inhibitor project, cell-based, luminescence | Nuclear receptor coactivator 2 (Homo sapiens), Q15596 | HEK293 GAL4-SRC2 luciferase reporter | inhibition, % at 9 µM | 370,000 compounds, 0.17% hits;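 active means inhibition above the mean inhibition of all tested compounds plus 3 SD, set per campaign, cut at about 52% in these data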;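 further: 0% = DMSO treated cells and 100% = cells given Gossypol at 36 µM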
# TLR9-MyD88 inh: inhibitors of TLR9-MyD88 association in cells, primary screen, cell-based, CHO, BLA complementation, fluorescence; AID 504734, 2011; inhibition, % at 4.98 µM; 340,000 compounds, 0.21% hits; CCF4 FRET ratio;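 active means inhibition above the mean over all tested compounds plus 3 SD, cut at about 21% in these data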;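 further: 0% = DMSO only wells and 100% = clavulanate BLA inhibitor control wells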
# Vif inh: HIV Vif self-association inhibitors, primary screen, imaging, HEK293T, single point. AID 602346, 2012. HEK293T cells, Vif self-association by quenched fluorescence, 24 h. inhibition, % at 7.49 µM. 340,000 compounds, 0.35% hits; in the data active means inhibition above about 50%, passing the limit was not always enough; further: some results filed as inactive read as strong as hits
# EBV LMP1 NFkB: EBV LMP1-driven NF-kappaB luciferase reporter inhibitors, primary screen, cell-based, luminescence, single point; LMP1-induced NF-kappaB luciferase reporter cells; inhibition, % at 12.5 µM; 350,000 compounds, 0.69% hits; AID 504558, 2011; in the data active means inhibition above about 41%;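 further: 0% = neutral control wells and 100% = reference inhibitor control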
# NOD2-RIPK2 inh: NOD2-RIPK2 binding disruptors in cells, primary screen, fluorescence, CHO cells, BLA complementation. 360,000 compounds, 0.38% hits. CCF4 ratio. inhibition, % at 4.98 µM. AID 624267, 2012. Receptor-interacting serine/threonine-protein kinase 2 (Homo sapiens), O43353; in the data active means inhibition above about 21%;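 further: 0% = vehicle only and 100% = reference blocker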
# Target sequence (O43353 whole entry, looked up): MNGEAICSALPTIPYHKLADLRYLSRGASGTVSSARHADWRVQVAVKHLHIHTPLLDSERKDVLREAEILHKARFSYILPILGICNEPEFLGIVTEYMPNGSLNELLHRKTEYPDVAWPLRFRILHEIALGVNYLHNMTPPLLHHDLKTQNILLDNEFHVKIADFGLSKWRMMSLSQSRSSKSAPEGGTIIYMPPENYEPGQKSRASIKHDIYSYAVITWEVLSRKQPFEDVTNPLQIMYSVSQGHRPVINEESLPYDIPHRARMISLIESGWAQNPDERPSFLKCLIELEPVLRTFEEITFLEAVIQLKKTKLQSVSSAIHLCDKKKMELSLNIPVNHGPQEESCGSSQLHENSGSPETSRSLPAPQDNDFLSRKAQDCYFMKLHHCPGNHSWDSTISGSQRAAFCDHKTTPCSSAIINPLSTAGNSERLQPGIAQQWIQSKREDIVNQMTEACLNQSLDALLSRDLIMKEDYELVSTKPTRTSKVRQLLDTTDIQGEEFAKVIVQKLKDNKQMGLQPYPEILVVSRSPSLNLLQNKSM
# SRC1 inh: SRC1 coactivator transcriptional activity inhibitors, primary screen, cell-based, luminescence | Nuclear receptor coactivator 1 (Homo sapiens), Q15788 | HEK293 GAL4-SRC1 luciferase reporter | inhibition, % at 3.6 µM | 360,000 compounds, 0.12% hits;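 active means inhibition above the campaign mean plus 3 SD, with each screening campaign given its own cutoff, cut at about 60% in these data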;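 further: 0% = DMSO treated cells and 100% = gossypol at 36 µM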
# LRH-1 inv ag: LRH-1 (NR5A2) inverse agonists, primary screen, cell-based, luminescence, HEK293T, StAR-luciferase reporter; Nuclear receptor subfamily 5 group A member 2 (Homo sapiens), O00482; LRH-1 transfected, 24 h; inhibition, % at 3.6 µM; 360,000 compounds, 0.13% hits; AID 602396, 2012;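 active means inhibition above the mean inhibition of all tested compounds plus 3 SD, cut at about 73% in these data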;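 further: 0% = DMSO wells and 100% = reporter-only cells lacking LRH-1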
# An asterisk follows results filed as active; · = no result given.
SMILES,NCOA3 inh,TROY signal inh,TRAIL sens C8,NR2F2 inh,SRC2 inh,TLR9-MyD88 inh,Vif inh,EBV LMP1 NFkB,NOD2-RIPK2 inh,SRC1 inh,LRH-1 inv ag
Cc1ccc(S(=O)(=O)N(Cc2cccc(C)c2)C(=O)N2CCN(C)CC2)cc1,-2,0,11,-13,-3,-9,-3,-2,2,-7,-8
Cc1ncc2c(c1OC(=O)c1ccc([N+](=O)[O-])cc1)COC(C)(C)OC2,-11,12,7,-4,-13,-2,·,4,-4,20,8
COc1ccc(CNC(=O)O[C@H]2C[C@@H]3C(=O)N(c4ccccc4)C(=O)[C@@H]3[C@@H]3CN(S(=O)(=O)c4ccc(C)cc4)C[C@]23O)cc1OC,-10,5,21,4,-12,1,3,-5,14,-6,-5
O=C(NCc1ccncc1)c1ccc(Oc2ccccc2)cc1,11,-4,28,22,6,-6,-10,8,-2,-3,21
Cc1cc(NC(=O)CCCC(=O)Nc2ccc(F)cc2)no1,18,-12,-20,0,7,-1,-1,-5,-2,7,21
COc1ccc(NC2c3ccccc3C(=O)N2c2ccccn2)cc1 (stereo not drawn),-15,-47,11,-26,-18,2,0,0,-1,-13,-55
CCOC(=O)c1[nH]c2ccc(C(=O)OC)cc2c1C(=O)OCC,15,-6,23,-3,-20,-2,-5,-3,-4,3,27
COc1cc2c(cc1OC)C(c1cc(C)ccc1C)CC(=O)N2 (stereo not drawn),8,9,-1,1,-4,0,4,2,0,0,-17
CC(=O)Oc1ccccc1C(=O)O,-10,-4,-3,7,12,1,-4,-1,-5,-9,4
Cc1cccc(C)c1N(CC(=O)N1CCN(c2ccccc2F)CC1)S(C)(=O)=O,12,10,-9,20,3,-5,-3,4,-10,-19,3
O=C(CCCC(=O)c1ccc(F)cc1)c1ccc(F)cc1,-103,-47,3,-50,-61,-7,5,-38,-5,-70,-94
Cc1ccc2c(c1)-c1[nH]c(=S)ncc1CS2,15,8,11,6,14,-8,6,-4,3,-3,-22
COc1ccc(OC(C)C(=O)N2CCCc3ccccc32)cc1 (stereo not drawn),16,19,-5,3,6,-15,-2,7,-10,-38,4
O=C(ONc1ccc(N=NC(=O)c2ccccc2O)cc1)c1ccccc1,-6,-1,30,16,-20,3,8,-11,3,-35,-28
CCn1c(SCC(=O)Nc2nc(C)cs2)nnc1C(C)NC(=O)c1ccccc1 (stereo not drawn),-4,-8,-4,22,-30,-2,·,-4,-8,2,8

# Structural class: the compounds so far with a carbonyl joined to an NH by a bond outside any ring.
SMILES,NCOA3 inh,TROY signal inh,TRAIL sens C8,NR2F2 inh,SRC2 inh,TLR9-MyD88 inh,Vif inh,EBV LMP1 NFkB,NOD2-RIPK2 inh,SRC1 inh,LRH-1 inv ag
COc1ccc(CNC(=O)O[C@H]2C[C@@H]3C(=O)N(c4ccccc4)C(=O)[C@@H]3[C@@H]3CN(S(=O)(=O)c4ccc(C)cc4)C[C@]23O)cc1OC,-10,5,21,4,-12,1,3,-5,14,-6,-5
O=C(NCc1ccncc1)c1ccc(Oc2ccccc2)cc1,11,-4,28,22,6,-6,-10,8,-2,-3,21
Cc1cc(NC(=O)CCCC(=O)Nc2ccc(F)cc2)no1,18,-12,-20,0,7,-1,-1,-5,-2,7,21
CCn1c(SCC(=O)Nc2nc(C)cs2)nnc1C(C)NC(=O)c1ccccc1 (stereo not drawn),-4,-8,-4,22,-30,-2,·,-4,-8,2,8

# Other records.
SMILES,NCOA3 inh,TROY signal inh,TRAIL sens C8,NR2F2 inh,SRC2 inh,TLR9-MyD88 inh,Vif inh,EBV LMP1 NFkB,NOD2-RIPK2 inh,SRC1 inh,LRH-1 inv ag
O=C(CCCCCBr)N1CCC(CC2CC(c3cccc(Br)c3)=NO2)(C(=O)NCC2CCCCC2)CC1 (stereo not drawn),1,-2,-1,-6,-10,8,1,3,2,-9,4
CCN(CC(=O)Nc1c(F)cccc1F)C(=O)c1ccc(COc2ccccc2)cc1,-37,-7,-1,-15,-22,7,-8,0,3,-22,-2
COC(=O)CC(c1ccc(F)cc1)n1c(C)ccc1C (stereo not drawn),11,12,-6,3,4,-6,16,-12,-16,-10,3
COc1ccc(-c2nc(NC(=O)c3nc4nccc(C)n4n3)sc2C)cc1,-20,-7,-3,2,-7,6,-6,-2,1,-12,7
Cc1cc(C)nc(NC2=NCCN2C(=O)NC2CCCCC2)n1,9,-6,-12,-9,16,-7,12,-5,-4,-10,7
S=c1[nH]cc(-c2ccccc2)n1-c1cccc(Cl)c1,16,-11,2,-1,-8,0,-1,12,1,-60,9
CC(=O)NS(=O)(=O)c1ccc(NC(=O)C(C)NS(=O)(=O)/C=C/c2ccccc2)cc1 (stereo not drawn),6,-2,-9,-14,-11,12,1,1,-6,-3,-9
Cc1cccc(N2CCN(c3ccc4cc(S(=O)(=O)N5CCCCC5)ccc4n3)CC2C)c1 (stereo not drawn),-10,29,17,4,-33,-9,10,11,-4,8,-5
CCOc1ccccc1OCCCC(=O)N1CCN(S(=O)(=O)c2cccc(F)c2)CC1,-1,-20,-1,5,5,1,-7,-3,-4,9,13
Cc1nn(-c2ccccc2)c(C)c1/C=C/C(=O)OCC(=O)Nc1ncc(C(F)(F)F)cc1Cl,-5,25,-7,5,-9,-13,8,-4,-1,-7,13
CCCCn1c(N)c(N(CC(C)C)C(=O)C2CCN(S(=O)(=O)c3ccccc3)CC2)c(=O)[nH]c1=O,-16,-17,-6,10,-46,-4,12,-6,-7,-2,-6
Cn1cccc1C(NC(=O)c1ccccc1)C(Cl)(Cl)Cl (stereo not drawn),3,0,12,-1,14,-6,-2,-5,15,20,35
COCCNC(=O)c1cc(-c2ccccc2OC)on1,-23,-21,29,-8,-6,1,11,-3,-1,-42,-46
O=C(Nc1ccc(NC(=O)c2cccnc2)cc1)c1ccccc1,-14,4,-4,-11,-25,-6,-14,-4,2,-6,2
CC(NC(=O)c1ccccc1)C(=O)OCn1nnc2ccccc2c1=O (stereo not drawn),9,6,-3,5,1,2,6,0,-6,-9,7

# Three compounds drawn at random from those above:
SMILES,NCOA3 inh,TROY signal inh,TRAIL sens C8,NR2F2 inh,SRC2 inh,TLR9-MyD88 inh,Vif inh,EBV LMP1 NFkB,NOD2-RIPK2 inh,SRC1 inh,LRH-1 inv ag
S=c1[nH]cc(-c2ccccc2)n1-c1cccc(Cl)c1,16,-11,2,-1,-8,0,-1,12,1,-60,9
COCCNC(=O)c1cc(-c2ccccc2OC)on1,-23,-21,29,-8,-6,1,11,-3,-1,-42,-46
CC(NC(=O)c1ccccc1)C(=O)OCn1nnc2ccccc2c1=O (stereo not drawn),9,6,-3,5,1,2,6,0,-6,-9,7

# The list goes on.
SMILES,NCOA3 inh,TROY signal inh,TRAIL sens C8,NR2F2 inh,SRC2 inh,TLR9-MyD88 inh,Vif inh,EBV LMP1 NFkB,NOD2-RIPK2 inh,SRC1 inh,LRH-1 inv ag
Cc1cc(OCCCCCN2CCCC2)ccc1Cl,13,-31,6,5,5,3,4,-10,-2,6,2
N#Cc1c(-n2cccc2C=O)sc2c1CCCC2,10,29,-9,-22,9,-3,-3,-11,1,-4,9
Cc1c(Nc2c3ccccc3nc3ccccc23)c(=O)n(-c2ccccc2)n1C,9,-19,-8,-11,6,-7,0,-5,-13,9,-10
C=CCn1c(C)cc(C(=O)CSc2nc(N)cc(N)n2)c1C,-61,23,4,-21,13,5,13,-2,-4,-22,-1
COc1ccc(C(=O)Nc2ccc(S(=O)(=O)Nc3nccc(C)n3)cc2)cc1,1,-2,-15,6,-1,-1,7,12,8,-1,-51
COc1cccc(/C=C2\Sc3ccc(C(=O)NCC4CCCO4)cc3N(C)C2=O)c1 (stereo not drawn),4,14,8,-27,5,0,1,15,0,1,-12
CC1(C)CC(=O)c2c(O)cc(OCC(=O)N3CCN(c4ccc(F)cc4)CC3)cc2O1,-8,-1,12,9,-30,5,6,-8,-4,15,-3
COc1ccc(-c2csc(NC(=O)c3ccc(OCC(=O)N4CCOCC4)c(OC)c3)n2)cc1OC,19,71*,38,16,16,-7,-22,20,-6,24,17
CC(C)C[C@H](NC(=O)N1CCn2c1nc1ccccc12)C(=O)NCc1ccco1,2,14,-4,0,20,-3,1,35,0,17,2
Cn1c(CCNC(=O)c2cc(COc3ccc(F)c(F)c3)on2)nc2ccccc21,-15,-29,-9,-11,-2,3,-4,-13,7,-8,-33
CCOC(=O)C1=C(C(=O)OCC)N(Cc2ccccc2)CCC1=O,-6,4,-16,-18,-11,6,7,-2,-1,-25,-23
Cc1cc(C)cc(NC(=O)CSc2nc(=O)n(CCCN3CCOCC3)c3c2CCCC3)c1,7,12,5,4,-9,-2,12,2,3,-14,3
COc1ccc(N=Cc2nc(-c3ccccc3)oc2OC(C)=O)cc1,-1,-58,-10,4,-5,1,1,2,2,-11,-12
Cc1ccc(CSCC(=O)N/N=C/c2sccc2C)cc1,-36,-73,3,-3,2,5,·,8,1,-19,4
CCNC(=O)CSc1ncnc2sccc12,-13,-6,-8,4,-6,2,-3,-5,-2,-20,0
Cc1ccc(S(=O)(=O)CCc2nnc(NC(=O)CCl)s2)cc1C,-5,10,1,-2,21,0,·,4,0,11,6
Cc1ccc(CNCc2cccnc2)cc1,-1,5,-5,12,-28,0,·,-4,-7,-5,5
CCOc1ccc(-n2nnc3c(=O)n(CC(=O)Nc4cc(C)on4)cnc32)cc1,-3,-10,-7,8,21,1,-10,-3,9,6,11
CC(=O)c1ccc(NC(=O)c2noc(C)c2[N+](=O)[O-])cc1,-9,-2,-12,-24,-34,-2,7,-2,3,-29,-3
O=C(c1ccc(C(F)(F)F)cc1)c1c[nH]c(C(=O)NCCCn2ccnc2)c1,-4,0,-12,7,11,-3,-5,-3,8,-12,4

# These rows are one share of the data, so the mix of outcomes need not match the whole.
